# DAX1 inh-1 – NR0B1 (DAX1) inhibition | 0.99% of 340,000 active | inhibition, % at 6.75 µM | HEK293 Gal4-DAX1 luciferase reporter, luminescence | P51843 | AID 504766;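 active = inhibition above the mean over all tested compounds plus 3 SD, cut at about 4.2% in these data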;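 note: 0% = DAX1-transfected cells with DMSO and 100% = empty-vector control cells with DMSO; inhibition shows as a rise in luminescence from relieved DAX1 repression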
# Target sequence (P51843 207-470 limits assumed): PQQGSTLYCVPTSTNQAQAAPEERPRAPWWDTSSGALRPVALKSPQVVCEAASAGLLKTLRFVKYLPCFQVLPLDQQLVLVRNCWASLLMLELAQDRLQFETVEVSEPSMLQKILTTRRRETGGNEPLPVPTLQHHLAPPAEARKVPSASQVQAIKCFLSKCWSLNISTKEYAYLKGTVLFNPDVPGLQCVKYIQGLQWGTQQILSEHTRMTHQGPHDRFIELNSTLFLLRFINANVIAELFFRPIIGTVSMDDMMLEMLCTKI
# ADAM10 inh – inhibitors of human ADAM10; O14672; 0.62% of 370,000 active; inhibition, % at 7 µM; recombinant ADAM10, EDANS/DABCYL FRET peptide cleavage, 3 h;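 active = inhibition above a per-campaign cutoff equal to the mean of compounds falling between control-based bounds plus 3 SD, cut at about 20% in these data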;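 note: 0% = DMSO wells while the 100% control is not disclosed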
# Target sequence (O14672 214-748 limits assumed): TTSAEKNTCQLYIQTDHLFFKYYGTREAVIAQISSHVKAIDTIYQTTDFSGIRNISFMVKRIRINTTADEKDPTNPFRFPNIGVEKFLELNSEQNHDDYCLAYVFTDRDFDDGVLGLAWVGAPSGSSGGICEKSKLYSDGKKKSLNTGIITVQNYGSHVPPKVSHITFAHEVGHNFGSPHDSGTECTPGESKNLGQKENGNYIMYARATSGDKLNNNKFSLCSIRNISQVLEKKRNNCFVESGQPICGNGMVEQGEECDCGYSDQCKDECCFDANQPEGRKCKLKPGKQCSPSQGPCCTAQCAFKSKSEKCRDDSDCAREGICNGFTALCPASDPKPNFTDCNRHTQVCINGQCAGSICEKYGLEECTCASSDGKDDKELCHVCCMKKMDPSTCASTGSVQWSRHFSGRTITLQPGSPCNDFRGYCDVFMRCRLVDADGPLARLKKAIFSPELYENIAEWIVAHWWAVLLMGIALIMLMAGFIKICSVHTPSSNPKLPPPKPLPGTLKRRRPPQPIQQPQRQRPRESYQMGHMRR
# hcDAF-12 act – activates DAF-12 receptor from parasite H. contortus | HEK293 hcDAF-12 lit1-tk-luc reporter, luminescence; 0% DMSO, 100% Δ7-dafachronic acid | activation, % at 6.8 µM | 1.4% of 370,000 active;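 active = activation above the mean of all tested compounds plus 3 SD, cut at about 5.5% in these data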;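 note: 100% = response to 3 µM Δ7-dafachronic acid high control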
# ssDAF-12 act – activates DAF-12 receptor from parasite S. stercoralis; activation, % at 6.8 µM; 1% of 370,000 active; HEK293 ssDAF-12/GRIP1 lit1-tk-luc reporter, luminescence; % of 3 µM dafachronic acid response;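 active = activation above the mean over all tested compounds plus 3 SD, cut at about 0.9% in these data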;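 note: 0% = DMSO-only wells and 100% = 3 µM delta7-dafachronic acid wells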
# ADAM17 inh – ADAM17 inhibition, QFRET primary screen; recombinant ADAM17, EDANS/DABCYL FRET peptide cleavage; inhibition, % at 6.95 µM; 0.83% of 370,000 active;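 active = inhibition above the mean of compounds lying between control limits plus 3 SD, set per campaign, cut at about 8.5% in these data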;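 note: 0% = DMSO-only wells as the low control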
# hgDAF12 agonist – hgDAF-12 agonism, primary luciferase screen; 1.8% of 370,000 active; HEK293 GAL4-hgDAF12 UAS-luciferase reporter, agonist luminescence; normalized to butyrate control; activation, % at 6.8 µM;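 active = activation above a cutoff set at the mean of all screened compounds plus 3 SD, cut at about 10% in these data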;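 note: 0% = DMSO wells and 100% = sodium butyrate wells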
# PLCb3 inh – inhibitors of human phospholipase C beta3. AID 720704. inhibition, % at 12.2 µM. Q01970. 0.18% of 370,000 active. Purified PLC-beta3, fluorogenic substrate, fluorescence; in the data active = inhibition above about 11%;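 note: 0% = median of compound wells on plate and 100% = full blocker control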
# PLCg1 inh – blocks human PLC-gamma1 enzyme activity; inhibition, % at 12.2 µM; purified PLC-gamma1, fluorogenic substrate, fluorescence; P19174; AID 720700; 0.84% of 370,000 active; in the data active = inhibition above about 9.5%
# GAA850 FXN act – frataxin GAA850 promoter activation; HEK293 lucGAA850 FXN promoter luciferase reporter, 24 h; percent of 10 µM SAHA response; activation, % at 6 µM; 0.56% of 360,000 active; AID 540364;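 active = activation above the average of all compounds screened plus 3 SD, cutoff fixed separately per campaign, cut at about 7.5% in these data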;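 note: 0% = DMSO wells and 100% = 10 µM SAHA wells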
# HGIII-sPLA2 inh – Blocks human group III sPLA2 activity; Q9NZ20; QFRET BODIPY PC-A2 liposome hydrolysis, fluorescence; inhibition, % at 12.2 µM; 0.56% of 370,000 active; AID 743126;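 active = inhibition above mean plus 3 SD of compounds lying within the high and low control bounds, cut at about 19% in these data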;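 note: 0% = median of test compound wells and 100% = no enzyme DMSO wells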
# DAX1 inh-2 – blocks DAX1 repression of SF-1 activated StAR promoter | HEK293T StAR-luciferase reporter, SF-1/DAX-1 repression relief | inhibition, % at 6.8 µM | 1.1% of 370,000 active | AID 652010;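 active = inhibition above the mean over all tested compounds plus 3 SD, cut at about 3.6% in these data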;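 note: 0% = DAX-1 cells with DMSO and 100% = cells lacking DAX-1 with DMSO; higher inhibition means more luminescence from relief of DAX-1 repression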
# An asterisk follows results filed as active; · = no result given. Compounds were not picked by outcome; any-hit rate near 6.9%.
# Preview:
No. | compound | DAX1 inh-1 | ADAM10 inh | hcDAF-12 act | ssDAF-12 act | ADAM17 inh | hgDAF12 agonist
1 | O=C(Nc1ccc2c(c1)OCCO2)c1c(Cl)cccc1Cl | 0.9 | 0 | -1.1 | -1.3 | 1 | 1.8
2 | CCOC(=O)CNC(=S)N1CCn2c(nc3ccccc32)C1 | -0.5 | 2 | -0.4 | -1.7 | 0 | -3.2

No. | PLCb3 inh | PLCg1 inh | GAA850 FXN act | HGIII-sPLA2 inh | DAX1 inh-2
1 | 0 | 1 | 0.2 | -4 | -0.5
2 | 2 | 2 | 2.8 | 4 | -0.9

# The listing (from the top)
No. | compound | DAX1 inh-1 | ADAM10 inh | hcDAF-12 act | ssDAF-12 act | ADAM17 inh | hgDAF12 agonist
1 | O=C(Nc1ccc2c(c1)OCCO2)c1c(Cl)cccc1Cl | 0.9 | 0 | -1.1 | -1.3 | 1 | 1.8
2 | CCOC(=O)CNC(=S)N1CCn2c(nc3ccccc32)C1 | -0.5 | 2 | -0.4 | -1.7 | 0 | -3.2
3 | COc1cc(CC(=O)OCC(=O)NCc2cccs2)cc(OC)c1OC | 0.6 | 0 | 0.5 | -1.3 | 5 | -0.5
4 | Cc1cc(NC(=O)CN(C)S(=O)(=O)c2cnc[nH]2)ccc1Br | 0.8 | -4 | -0.5 | -1.1 | -2 | 2.0
5 | CN(C)CCCNc1nc2cc(-c3cnn(Cc4ccccc4)c3)sc2c(=O)n1C | · | -52 | -1.1 | -0.9 | -14 | 1.3
6 | O=C(Nc1ccc(Br)cc1)C1CCC(=O)N1Cc1ccccc1Cl (stereo not given) | -0.3 | 4 | -2.5 | -1.6 | 0 | -2.2
7 | CCCNC(=O)c1nc(C)n(-c2cc(Cl)cc(Cl)c2)n1 | 0.6 | 4 | -2.3 | -1.2 | 0 | 1.1
8 | O=C(NN=Cc1c(F)cccc1F)c1ccccc1NS(=O)(=O)c1cccs1 | 0.9 | -15 | 2.7 | -1.0 | -3 | 0.6
9 | Cc1noc(C)c1COC(=O)c1ccc2c(c1)OCCO2 | 1.6 | -9 | -3.1 | -1.0 | -5 | -1.1
10 | CC(C)C(C(=O)NCc1ccccc1)N1CCN(c2ccccc2F)CC1 (stereo not given) | · | -6 | 0.8 | -1.4 | -1 | 0.5

No. | PLCb3 inh | PLCg1 inh | GAA850 FXN act | HGIII-sPLA2 inh | DAX1 inh-2
1 | 0 | 1 | 0.2 | -4 | -0.5
2 | 2 | 2 | 2.8 | 4 | -0.9
3 | -4 | 5 | 1.4 | -2 | 1.9
4 | -4 | -1 | 2.4 | -17 | -0.1
5 | -7 | -5 | 1.3 | -9 | 2.7
6 | 3 | 9.9* | -0.1 | -5 | -0.7
7 | 5 | 4 | 1.3 | 6 | 0.1
8 | -31 | -17 | -0.3 | -2 | 1.3
9 | -2 | 0 | 1.4 | 0 | -0.1
10 | 2 | 0 | · | 4 | 3.5

# Reprinted at random: five records from the list, in no set order.
No. | compound | DAX1 inh-1 | ADAM10 inh | hcDAF-12 act | ssDAF-12 act | ADAM17 inh | hgDAF12 agonist
2 | CCOC(=O)CNC(=S)N1CCn2c(nc3ccccc32)C1 | -0.5 | 2 | -0.4 | -1.7 | 0 | -3.2
10 | CC(C)C(C(=O)NCc1ccccc1)N1CCN(c2ccccc2F)CC1 (stereo not given) | · | -6 | 0.8 | -1.4 | -1 | 0.5
4 | Cc1cc(NC(=O)CN(C)S(=O)(=O)c2cnc[nH]2)ccc1Br | 0.8 | -4 | -0.5 | -1.1 | -2 | 2.0
8 | O=C(NN=Cc1c(F)cccc1F)c1ccccc1NS(=O)(=O)c1cccs1 | 0.9 | -15 | 2.7 | -1.0 | -3 | 0.6
9 | Cc1noc(C)c1COC(=O)c1ccc2c(c1)OCCO2 | 1.6 | -9 | -3.1 | -1.0 | -5 | -1.1

No. | PLCb3 inh | PLCg1 inh | GAA850 FXN act | HGIII-sPLA2 inh | DAX1 inh-2
2 | 2 | 2 | 2.8 | 4 | -0.9
10 | 2 | 0 | · | 4 | 3.5
4 | -4 | -1 | 2.4 | -17 | -0.1
8 | -31 | -17 | -0.3 | -2 | 1.3
9 | -2 | 0 | 1.4 | 0 | -0.1

# (further entries)
No. | compound | DAX1 inh-1 | ADAM10 inh | hcDAF-12 act | ssDAF-12 act | ADAM17 inh | hgDAF12 agonist
11 | COc1ccccc1NC(=O)C1CCN(S(=O)(=O)c2ccc3c(c2)NC(=O)C(C)S3)CC1 (stereo not given) | 0.3 | -1 | -3.3 | -1.2 | 0 | -4.6
12 | CNc1ccc(Br)cc(C(=O)/C=C/c2ccc(Cl)cc2Cl)c1=O | -1.5 | -13 | -2.2 | -0.8 | -5 | 0.2
13 | C[C@@H]1CNC(=O)c2c(C(=O)NCc3ccc(CNC(=O)OC(C)(C)C)cc3)ncn21 | 0.8 | -14 | 0.0 | -1.4 | -5 | 3.0
14 | COc1ccccc1NC(=O)COC(=O)c1cnccn1 | 2.2 | -3 | -0.8 | -0.9 | -4 | -0.6
15 | CCOC(=O)c1cnc2ccccc2c1Nc1ccc(C(=O)O)cc1 | -0.1 | -10 | 0.5 | -1.1 | -4 | 1.1
16 | COc1ccc(/C=C/C(=O)Nc2ccccc2C(N)=O)cc1S(=O)(=O)N1CCOCC1 | -0.5 | -3 | -1.1 | -1.0 | -1 | 0.0
17 | O=C(NCc1ccccc1)C1c2ccccc2OCC(=O)N1Cc1cccnc1 (stereo not given) | · | -7 | -2.2 | -1.0 | -4 | -2.1
18 | CCCN(CCC)C(=O)CSc1nc2n[nH]c(C)c2c(=N)n1-c1ccc(OC)cc1 | -1.5 | -3 | -2.4 | -1.8 | 0 | -4.0
19 | CCOc1ccc2[nH]c3c(=O)n(CCC4=CCCCC4)cnc3c2c1 | 1.2 | -95 | -1.3 | -1.9 | -33 | -1.3
20 | O=C(O)C1(C(=O)O)CCC2(CCCCC2)CC1 | 1.5 | -12 | -1.7 | -1.4 | 0 | 7.4

No. | PLCb3 inh | PLCg1 inh | GAA850 FXN act | HGIII-sPLA2 inh | DAX1 inh-2
11 | -13 | -1 | -3.5 | -18 | -0.5
12 | -78 | -47 | 1.7 | 8 | -0.7
13 | 0 | 2 | 0.2 | 1 | -0.1
14 | 0 | -3 | -0.7 | -1 | 0.2
15 | -6 | -5 | 0.0 | 2 | -0.5
16 | -12 | -9 | 0.5 | -4 | -1.8
17 | -5 | 2 | · | 13 | -1.5
18 | -1 | -2 | -5.2 | -10 | -1.5
19 | -121 | -85 | 0.4 | 8 | 0.5
20 | 3 | 5 | -0.9 | 2 | 0.7

# Next part.
No. | compound | DAX1 inh-1 | ADAM10 inh | hcDAF-12 act | ssDAF-12 act | ADAM17 inh | hgDAF12 agonist
21 | O=C(Nc1ccc(C(F)(F)F)cc1)c1cc(S(=O)(=O)NCC2COc3ccccc3O2)ccc1F (stereo not given) | -0.7 | 25* | 0.3 | -2.1 | 13* | -0.9
22 | COC(=O)[C@]1(Cc2ccccc2)N[C@H](CN(C)S(=O)(=O)c2ccc(OC(F)(F)F)cc2)[C@@H]2C(=O)N(C)C(=O)[C@@H]21 | -0.5 | 1 | -0.1 | 0.4 | -3 | -1.0
23 | COCC(O)Cn1ccnc1[N+](=O)[O-] (stereo not given) | 0.4 | -2 | 0.2 | -1.1 | -1 | -0.9
24 | COc1ccc(F)cc1S(=O)(=O)Nc1cc2c3c(c1)CCN3C(=O)CC2 | -0.1 | -6 | -0.6 | -1.2 | -2 | -0.9
25 | COCCSc1ccccc1C(=O)N1CCc2ccccc21 | 0.7 | -7 | 1.0 | -0.7 | -3 | 0.8
26 | Cc1ccc(CC(=O)O/N=C(\N)c2ccncc2)cc1 | 0.6 | -6 | -0.8 | 0.1 | -1 | 6.8
27 | COc1ccc(C(C)=O)cc1COc1cccc2c1OC(C)(C)C2 | 0.3 | -5 | -0.4 | -0.9 | -3 | 0.1
28 | O=C1C(=O)N(CNc2cccnc2)c2ccccc21 | 0.4 | -11 | 1.4 | -1.2 | -3 | 1.5
29 | CC1=C(C(=O)N2CCCC(CCC(=O)NCc3ccc(F)c(F)c3)C2)OCCO1 (stereo not given) | -1.1 | -2 | 1.7 | -1.5 | -6 | -2.2
30 | O=C1c2ccccc2C(=O)c2c1cccc2N1CCN(CCO)CC1 | 0.0 | 5 | -1.1 | -1.8 | -2 | -1.0

No. | PLCb3 inh | PLCg1 inh | GAA850 FXN act | HGIII-sPLA2 inh | DAX1 inh-2
21 | 0 | 0 | 0.1 | -15 | -0.4
22 | 4 | 4 | -0.5 | -3 | -0.5
23 | 4 | 3 | -0.5 | 0 | -0.1
24 | -10 | -1 | 0.9 | 13 | 0.1
25 | 1 | -3 | 0.2 | 5 | -0.1
26 | -5 | 0 | 1.8 | -2 | -2.5
27 | -2 | 4 | -0.1 | -2 | -2.0
28 | 0 | 2 | 2.7 | 11 | 0.2
29 | -9 | 0 | -0.8 | 3 | 0.6
30 | -8 | -4 | -3.0 | 4 | -1.8

# More records:
No. | compound | DAX1 inh-1 | ADAM10 inh | hcDAF-12 act | ssDAF-12 act | ADAM17 inh | hgDAF12 agonist
31 | CCCCOc1ccc(CNC(=S)N/N=C/c2ccc(OC)c(OC)c2)cc1 | -0.7 | 8 | -2.1 | -0.4 | 1 | 3.5
32 | CCc1cc(C(=O)OC)c(NC(=O)CC2NCCNC2=O)s1 (stereo not given) | -3.1 | 1 | -0.6 | -1.4 | -2 | 0.5
33 | CCOc1ccc(-n2c(SC)nc3c(c2=O)SCC3)cc1 | -2.1 | -1 | -1.2 | -1.4 | -2 | 0.1
34 | CCOc1ccc(S(=O)(=O)NCCC(=O)NCc2cccnc2)cc1 | 1.3 | -4 | -0.4 | -1.6 | 1 | 1.3
35 | CCSc1nnc(NC(=O)CSc2nnc(Cc3cccn3C)n2CCc2ccccc2)s1 | -1.8 | 8 | -1.5 | -1.9 | -4 | -1.5
36 | CCCS(=O)(=O)NC(=O)C1(C)CCN(C(=O)c2cc(C)oc2C)C1 (stereo not given) | · | -17 | -0.4 | -0.7 | -6 | 1.0

No. | PLCb3 inh | PLCg1 inh | GAA850 FXN act | HGIII-sPLA2 inh | DAX1 inh-2
31 | 2 | 1 | 2.3 | -3 | 0.0
32 | -1 | -4 | 1.9 | 6 | 0.0
33 | 5 | 6 | 2.3 | 2 | 0.4
34 | -7 | 1 | -1.0 | -2 | 1.8
35 | -7 | -11 | 2.3 | -56 | -0.8
36 | -3 | 1 | -0.6 | 5 | -0.4
